RGS8-Gao = regulators of human RGS8-Galphao interaction. P09471. multiplexed bead flow cytometry, RGS8-Galphao binding; actives lie on both sides. response (percent of control binding), % at 10 µM. 220,000 compounds, 0.34% hits; in the data active = response below about 60% or above about 140%; inactive = in between;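 note: Galphao activated as the GDP aluminium fluoride complex binding bead-coupled RGS8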
Target sequence (P09471 whole entry, looked up): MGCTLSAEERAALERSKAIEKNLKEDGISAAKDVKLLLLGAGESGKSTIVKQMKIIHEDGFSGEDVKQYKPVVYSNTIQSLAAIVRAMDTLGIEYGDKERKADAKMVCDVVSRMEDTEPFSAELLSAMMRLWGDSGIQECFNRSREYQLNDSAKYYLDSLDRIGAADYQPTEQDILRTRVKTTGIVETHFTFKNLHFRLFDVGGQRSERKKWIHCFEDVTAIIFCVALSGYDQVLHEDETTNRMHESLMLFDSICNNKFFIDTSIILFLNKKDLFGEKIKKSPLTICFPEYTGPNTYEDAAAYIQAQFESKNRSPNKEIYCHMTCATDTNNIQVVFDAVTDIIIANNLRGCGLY
Pf gametocyte = kills late stage P. falciparum gametocytes; P. falciparum stage V gametocytes, ATP luminescence, 24 h; inhibition, % at 10.9 µM; 150,000 compounds, 0.065% hits;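 active = inhibition above the mean plus 3 SD of compounds within the control limits, set per campaign, cut at about 38% in these data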;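 note: 0% = DMSO wells and 100% = medium only without gametocytes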
Rac1 act GTP bind = alters GTP binding to activated mutant human Rac1 | GST-Rac1 activated beads, fluorescent GTP binding, flow cytometry; actives lie on both sides; 100% means binding = to untreated wells | 190,000 compounds, 0.11% hits | P63000 | percent activity (GTP binding), % at 10 µM;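 active = GTP binding at least 20 percentage points away from the 100% baseline, in either direction, so actives lie on both sides; inconclusive = Compound likely fluorescent itself, or too few beads counted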
HRas wt GTP = modulators of GTP binding to human HRas wildtype. AID 759. 190,000 compounds, 0.14% hits. GST-Ras wt beads, Bodipy-FL-GTP binding, flow cytometry; actives lie on both sides. GTP binding activity, % at 10 µM. P01112;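 active = GTP binding activity at least 20% away from the 100% baseline, either lowered as inhibitor or raised as activator; inconclusive = flagged as likely green fluorescent, judged across all proteins in the well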;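 note: 0% = unlabeled GTP competition control and 100% = no-compound control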
Target sequence (P01112 whole entry, looked up): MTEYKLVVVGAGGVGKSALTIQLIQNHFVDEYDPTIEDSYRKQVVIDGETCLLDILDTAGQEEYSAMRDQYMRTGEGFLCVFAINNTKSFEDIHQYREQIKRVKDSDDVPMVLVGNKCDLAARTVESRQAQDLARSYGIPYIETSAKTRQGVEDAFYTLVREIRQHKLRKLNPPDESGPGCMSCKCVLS
Mcl1 Bid PPI = disrupts binding of human Mcl-1 to Bid peptide; 220,000 compounds, 0.97% hits; AID 1021; inhibition, % at 21.7 µM; Q07820; TR-FRET Mcl-1/Bid-Dy647 peptide binding, 1536-well;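 active = compounds that cut the binding signal by more than half at the single screening dose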;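 note: His-tagged Mcl-1 with europium anti-His antibody binding Bid BH3 peptide; 0% = Mcl-1 plus peptide wells and 100% = peptide-only wells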
Target sequence (Q07820 whole entry, looked up): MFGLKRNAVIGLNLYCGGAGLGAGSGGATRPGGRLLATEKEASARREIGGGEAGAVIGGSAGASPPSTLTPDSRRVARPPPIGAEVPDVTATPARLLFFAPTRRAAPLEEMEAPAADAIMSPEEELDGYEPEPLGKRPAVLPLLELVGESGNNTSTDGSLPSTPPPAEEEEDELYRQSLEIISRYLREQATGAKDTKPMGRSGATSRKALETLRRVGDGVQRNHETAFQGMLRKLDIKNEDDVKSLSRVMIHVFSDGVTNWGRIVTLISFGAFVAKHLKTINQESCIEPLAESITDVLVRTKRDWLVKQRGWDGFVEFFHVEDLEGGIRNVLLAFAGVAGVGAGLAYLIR
Cdc42 wt = changes GTP binding to wildtype human Cdc42; P60953; 190,000 compounds, 0.2% hits; GST-Cdc42 beads, Bodipy-GTP binding, flow cytometry; actives lie on both sides; percent activity (GTP binding), % at 10 µM;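 active = percent activity GTP binding at least 20 points away from the 100% baseline, either down as inhibitor or up as activator; inconclusive = compound flagged as likely green fluorescent from well-wide comparison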;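 note: median bead fluorescence of bound Bodipy-FL-GTP at 100 nM; 0% = excess unlabeled GTP control and 100% = no compound control; below 100% means less GTP binding so inhibitor and above means activator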
Rab2 wt GTP = changes GTP binding to wildtype dog Rab2A, up or down | P61105 | GST-Rab2 wt beads, Bodipy-GTP binding, flow cytometry | GTP binding activity, % at 10 µM | 190,000 compounds, 0.19% hits | AID 760;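 active = GTP binding activity at least 20 points away from 100%, either lowered or raised; inconclusive = signal likely due to the compound's own green fluorescence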;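 note: 0% = beads with excess unlabeled GTP and 100% = no-compound control corrected for plate trend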
Rac1 wt modul = modulators of human Rac1 wildtype GTP binding | P63000 | GST-Rac1 beads, fluorescent GTP binding, flow cytometry; actives lie on both sides; 0 = cold GTP competed, 100 = untreated | GTP binding activity (% of control), % at 10 µM | 190,000 compounds, 0.27% hits | AID 757;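 active = GTP binding activity at least 20 points away from the 100% control level, either lower or higher; inconclusive = compound flagged as likely green fluorescent, judged across all proteins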
Mcl-1 Bim block = human Bim-Mcl-1 interaction inhibition. Q07820. Bead-based flow cytometry, Bim peptide-Mcl-1 binding. inhibition, % at 10 µM. 190,000 compounds, 0.1% hits; in the data active = inhibition above about 40%;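 note: 0% = no compound tracer wells and 100% = peptide blocker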
Rab7 wt GTP bind = modulators of GTP binding to dog Rab7 wildtype GTPase; GST-Rab7 beads, fluorescent GTP binding, flow cytometry; actives lie on both sides; untreated = 100%, excess cold GTP = 0%; GTP binding activity (percent of control), % at 10 µM; 190,000 compounds, 0.055% hits; AID 758;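 active = fluorescent GTP binding to Rab7 beads changed by at least 20 points from the 100% baseline, either direction, mostly lower; inconclusive = compound itself probably fluorescent, or too few beads counted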;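 note: median green fluorescence of bound Bodipy-FL-GTP per Rab7 bead population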
Mcl1 Noxa PPI = Mcl-1/Noxa interaction inhibition | Q07820 | TR-FRET Mcl-1/Noxa peptide binding, 2 h | inhibition, % at 21.7 µM | 220,000 compounds, 1.5% hits | AID 1022;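 active = compounds that cut the protein-peptide binding signal by more than 50% relative to plate controls in a single-dose test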;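 note: His-tagged Mcl-1 with rhodamine Noxa BH3 peptide and terbium anti-His antibody; 0% = Mcl-1 plus Noxa peptide wells and 100% = peptide-only wells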
* hit, by the source's call; ? = inconclusive; nt = not tested or not shown.

#	molecule	RGS8-Gao	Pf gametocyte	Rac1 act GTP bind	HRas wt GTP	Mcl1 Bid PPI	Cdc42 wt	Rab2 wt GTP	Rac1 wt modul	Mcl-1 Bim block	Rab7 wt GTP bind	Mcl1 Noxa PPI
1	COC(=O)c1ccccc1NC(=O)c1cnn2c(C)cc(C)nc12	101.8	nt	98.0	96.0	-29.8	99.0	98.0	98.0	4.0	97.0	-16.8
2	COc1ccc(C2CC3(CC(C)(C)NC(=O)N3)Oc3cc(O)ccc32)cc1 (stereo not given)	104.6	21.2	98.0	101.0	-0.3	102.0	100.0	104.0	-2.0	97.0	7.8
3	COc1ccc(-c2nnc(SCC(=O)O)n2C)cc1OC	100.4	10.2	95.0	98.0	-9.1	100.0	97.0	101.0	-1.0	97.0	16.9
4	CCN(CC)c1ccc(NC(=O)/C=C\c2ccccc2Cl)cc1	100.7	nt	100.0	104.0	29.3	102.0	102.0	105.0	0.0	103.0	90.9*
5	Cc1ccc(NC(=O)N2CCC(O)(c3cccnc3)CC2)cc1	92.6	nt	102.0	100.0	-31.6	100.0	99.0	105.0	0.0	96.0	6.8
6	O=C(NCc1ccccc1)[C@@H]1CSC2c3ccccc3C(=O)N21 (stereo not given in full)	97.3	nt	101.0	99.0	-1.4	97.0	99.0	101.0	-9.0	97.0	1.6
7	N#Cc1ccsc1NC(=O)CN1CCN(Cc2ccccc2)CC1	101.7	nt	98.0	99.0	-4.7	97.0	99.0	101.0	0.0	106.0	31.4
8	Cc1cccc(C(=O)N2CC3(C)CC2CC(C)(C)C3)c1 (stereo not given)	100.7	6.2	102.0	106.0	-63.0	106.0	104.0	105.0	0.0	105.0	-0.3
9	CCOc1ccc(Br)cc1S(=O)(=O)Nc1ccc(C(=O)OCC(=O)N(C)c2ccccc2)cc1	103.9	-4.9	94.0	95.0	-1.3	96.0	96.0	96.0	-1.0	98.0	-12.8
10	CC(C)=CCC/C(C)=C/C=N/NC(=O)c1cccc([N+](=O)[O-])c1	102.4	-18.8	98.0	102.0	-22.9	104.0	99.0	102.0	-2.0	96.0	28.0
11	Cc1nc(-c2ccncc2)sc1C(=O)Nc1ccc(Cl)cc1	106.2	-5.1	92.0	97.0	-6.6	94.0	99.0	93.0	0.0	102.0	7.1
12	CC1CC(C)CN(C(=O)CCCn2c(=S)[nH]c3ccccc3c2=O)C1 (stereo not given)	96.8	-4.0	101.0	105.0	-66.9	105.0	108.0	107.0	-1.0	95.0	0.7
13	O=C(Nc1ccccc1-c1nnc(SCc2ccc(Cl)cc2)o1)c1ccccc1	99.5	12.8	94.0	96.0	9.1	97.0	94.0	98.0	-2.0	93.0	-10.8
14	CC(=O)NCC(=O)OCC(=O)Nc1nc(-c2ccccc2)cs1	102.4	nt	94.0	95.0	-27.2	94.0	98.0	99.0	0.0	97.0	1.1
15	CC(C)c1ccc(S(=O)(=O)Nc2ccc(SC(F)F)cc2)cc1	100.9	nt	98.0	96.0	20.4	101.0	96.0	99.0	-4.0	96.0	15.3
16	CC(=O)c1cccc(NC(=O)c2cccc(S(=O)(=O)N(C)C)c2)c1	101.9	nt	99.0	98.0	6.7	99.0	99.0	100.0	2.0	99.0	-5.3
17	COc1ccc(N=c2oc3ccccc3cc2C(=O)Nc2ccccn2)cc1OC	103.6	nt	98.0	98.0	-4.2	98.0	96.0	102.0	3.0	96.0	7.8
18	Cc1ccc(S(=O)(=O)N2CCCCC2)cc1NC(=O)COC(=O)c1ccccc1F	104.6	7.8	95.0	92.0	-24.9	93.0	93.0	92.0	26.0	90.0	-14.1
19	CCN(CC)S(=O)(=O)c1ccc(O)c(NC(=O)CN2CCc3ccccc3C2)c1	100.4	30.7	93.0	99.0	-0.6	94.0	95.0	100.0	2.0	105.0	-4.8
20	N#CCCn1cc(C(=O)Nc2ccccc2Br)c(-c2cccs2)n1	101.2	nt	99.0	98.0	5.0	97.0	98.0	99.0	-1.0	95.0	21.9
21	CC(C)Nc1nc(-c2ccccn2)nc(-c2ccccc2)c1C#N	87.6	-4.0	96.0	98.0	9.6	98.0	100.0	100.0	0.0	104.0	14.1
22	Cc1nc(SCC(=O)NCCc2ccccc2)nc(C)c1C	101.9	nt	101.0	106.0	-14.5	105.0	106.0	104.0	0.0	104.0	-12.6
23	CCOC(=O)/C(C#N)=C1\C=CN(C)C(C)=N1	97.0	nt	101.0	101.0	0.3	100.0	100.0	103.0	9.0	101.0	6.4
24	COc1ccc(-c2oc3ncn4nc(COc5ccccc5)nc4c3c2-c2ccc(OC)cc2)cc1	96.0	0.3	98.0	99.0	-14.1	100.0	95.0	99.0	-3.0	98.0	10.9
25	CCOC(=O)c1nc(C)n(-c2ccc([N+](=O)[O-])cc2)n1	105.7	15.6	96.0	95.0	-16.1	95.0	93.0	98.0	1.0	95.0	15.3
26	N#CCSc1nnc(Cc2ccc3c(c2)OCO3)o1	97.0	nt	100.0	104.0	-12.9	107.0	105.0	101.0	0.0	105.0	12.5
27	CCOC(=O)C1=C(C)N(C)C(=O)NC1c1cc2c(cc1[N+](=O)[O-])OCO2 (stereo not given)	106.5	3.4	93.0	98.0	8.3	98.0	102.0	96.0	1.0	105.0	50.9*
28	O=C(COc1ccccc1-c1ccccc1)c1ccccc1	100.3	-19.1	98.0	96.0	-14.4	103.0	98.0	99.0	-6.0	98.0	9.4
29	CCn1c(SCC(=O)N/N=C/C=C/c2ccccc2[N+](=O)[O-])nnc1-c1ccccc1	102.2	21.0	99.0	102.0	-12.0	103.0	100.0	103.0	-2.0	101.0	4.3
30	Nn1c(Cc2ccc(F)cc2)n[nH]c1=S	97.8	-10.5	97.0	97.0	-25.1	95.0	98.0	99.0	-4.0	97.0	25.5
31	COc1ccc(NC(=O)CN(C)CC(=O)Nc2ccc(Cl)cc2[N+](=O)[O-])cc1	101.0	1.5	96.0	98.0	0.9	99.0	96.0	100.0	-2.0	94.0	30.4
32	Cc1csc(/N=C/c2ccc([N+](=O)[O-])cc2)n1	81.2	6.3	97.0	98.0	-45.4	103.0	96.0	103.0	-3.0	96.0	8.8
33	CN1C(=S)SC(C)(C)C1(C)NO (stereo not given)	100.8	nt	97.0	100.0	-51.5	100.0	101.0	98.0	1.0	95.0	10.2
34	CC(C)OC(=O)Cn1c(=O)oc2ccccc21	100.7	nt	100.0	107.0	-27.4	106.0	106.0	105.0	0.0	106.0	0.4
35	CCN(CC)CCCNCC(=O)Nc1ccc2c(c1)CCC2	102.3	-4.0	94.0	98.0	22.7	95.0	98.0	96.0	0.0	99.0	20.9
36	Cn1c(=O)oc2cc(S(=O)(=O)Nc3cccc(F)c3)ccc21	101.0	nt	99.0	102.0	8.9	103.0	101.0	103.0	-1.0	104.0	0.2
37	Cc1nn(C)cc1C(C(=O)NC1CCCCC1)N(C(=O)Cc1cccs1)c1ccc(Cl)cc1 (stereo not given)	103.1	nt	101.0	101.0	-15.3	104.0	101.0	107.0	-3.0	97.0	10.6
38	CC(C)CNC(=S)N1CCC(C(=O)c2ccc3c(c2)OCCO3)CC1	100.9	2.5	95.0	101.0	-44.8	98.0	99.0	100.0	3.0	103.0	-2.4
39	COc1ccc(NC(=O)N2CCN(c3nc4ccccc4n3C(C)C)CC2)cc1	108.1	-5.7	95.0	97.0	-28.9	98.0	95.0	101.0	-3.0	97.0	3.5
40	CCS(=O)(=O)c1nc(S(=O)(=O)c2ccc(C)cc2)c(NCCCN(C)C)s1	105.2	18.0	95.0	101.0	-14.1	99.0	100.0	102.0	-3.0	104.0	11.4
41	CCOC(CNC(=O)Cn1nc(C)c2ccccc21)OCC	100.4	-20.2	99.0	98.0	-17.2	101.0	95.0	100.0	-1.0	95.0	13.7
42	Cc1ccc(NC2(C#N)C(=O)Nc3ccccc32)cc1C (stereo not given)	101.0	-16.1	96.0	97.0	-37.6	98.0	99.0	99.0	-2.0	101.0	-1.7
43	CC1CN(c2ccccc2)NC1=O (stereo not given)	101.8	-21.8	98.0	102.0	-64.1	97.0	97.0	99.0	5.0	107.0	-14.7
44	COc1cccc(N2CCN(C(=O)Nc3ccccc3Cl)CC2)c1	100.9	-2.2	97.0	97.0	-31.8	100.0	96.0	103.0	-2.0	96.0	-3.0
45	CCOC(=O)N1CCN(C(=O)c2ccc(N3C(=O)CCC3=O)cc2)CC1	99.7	nt	100.0	101.0	5.8	101.0	102.0	104.0	0.0	100.0	-0.3
46	CCN(Cc1ccccc1)C(c1cccc(C#N)c1)c1nnnn1C(C)(C)C (stereo not given)	98.2	4.4	97.0	97.0	12.5	99.0	96.0	97.0	0.0	96.0	-5.9
47	O=C(Nc1nc(-c2cccnc2)cs1)c1ccccc1F	96.2	15.0	?	?	-9.2	?	?	?	-6.0	?	6.5
48	C=CCNC(=S)N/N=C(\C)c1cc(OC)c(OC)c(OC)c1	102.4	28.4	95.0	97.0	-102.3	96.0	97.0	100.0	-2.0	98.0	21.6
49	Cc1ccc(OCCn2ccc(=O)[nH]c2=O)cc1C	99.8	-1.6	95.0	99.0	-3.6	97.0	97.0	97.0	-1.0	95.0	14.6
50	CCN(CC)CCN1C(=O)C(O)=C(C(=O)c2cc3ccccc3o2)C1c1cccnc1 (stereo not given)	101.7	nt	98.0	104.0	-9.1	105.0	103.0	102.0	0.0	104.0	12.8
51	CC(=O)NC(Nc1nc2c(s1)CCCC2)(C(F)(F)F)C(F)(F)F	99.1	nt	100.0	99.0	-4.4	100.0	101.0	105.0	-5.0	96.0	5.4
52	COc1ccc(C(=O)C2CCCN(Cc3sc(N4CCCC4)nc3Cl)C2)c(OC)c1 (stereo not given)	106.3	-30.9	95.0	97.0	-52.9	93.0	98.0	97.0	1.0	102.0	-6.3
53	COc1ccc(C2(C(=O)Nc3ccc(C)cc3)CCOCC2)cc1	103.5	-21.9	97.0	97.0	-2.5	97.0	99.0	102.0	0.0	105.0	0.3
54	COc1ccc(-c2csc(N3CCOCC3)n2)cc1OC	98.2	-23.9	?	?	-13.0	?	?	?	-4.0	?	3.4
55	Cc1nnc(N)nc1C	100.7	6.8	100.0	101.0	-1.1	105.0	97.0	101.0	-6.0	101.0	7.5
56	O=C(Nc1ccc(Cl)cc1)Nc1ccc(S(=O)(=O)Nc2ncccn2)cc1	99.4	6.2	94.0	94.0	6.3	93.0	93.0	94.0	-1.0	94.0	1.1
57	Cc1ccc(N=c2c([N+](=O)[O-])nn(-c3ccc(Cl)cc3)n2O)cc1C	101.2	11.2	92.0	94.0	-60.1	91.0	94.0	92.0	-3.0	98.0	3.1
